# M5 antag – antagonists of human muscarinic M5 receptor (CHRM5); P08912; CHO-hM5 cells, Fluo-8 calcium fluorescence, ACh EC80; inhibition, % at 3 µM; 0.59% of 360,000 active;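 active = inhibition above a per-plate cutoff, the mean of that plate's test compounds plus 3 SD, cut at about 27% in these data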;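 note: 0% = acetylcholine EC80 with DMSO and 100% = DMSO without agonist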
# Target sequence (P08912 whole entry, looked up): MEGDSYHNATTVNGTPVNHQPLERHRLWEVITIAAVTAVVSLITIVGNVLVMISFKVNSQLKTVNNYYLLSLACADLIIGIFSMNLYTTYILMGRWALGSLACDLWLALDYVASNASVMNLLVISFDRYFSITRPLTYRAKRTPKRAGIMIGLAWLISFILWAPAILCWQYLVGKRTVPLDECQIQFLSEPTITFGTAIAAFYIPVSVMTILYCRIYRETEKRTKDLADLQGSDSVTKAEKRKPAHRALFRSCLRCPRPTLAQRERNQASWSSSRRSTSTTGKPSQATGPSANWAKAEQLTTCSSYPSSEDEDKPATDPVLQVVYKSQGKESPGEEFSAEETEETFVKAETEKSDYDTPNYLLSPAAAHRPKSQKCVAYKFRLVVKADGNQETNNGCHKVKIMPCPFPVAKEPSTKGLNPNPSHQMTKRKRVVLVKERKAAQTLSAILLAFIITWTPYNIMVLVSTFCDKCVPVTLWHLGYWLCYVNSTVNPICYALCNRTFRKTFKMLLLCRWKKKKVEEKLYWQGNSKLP
# CHRM5 PAM – potentiates acetylcholine response at human M5 receptor; P08912; CHO-K1 hM5, Fluo-8 calcium, ACh EC20 PAM; 0% = ACh EC20, 100% = ACh EC100; activation, % at 3 µM; 0.3% of 360,000 active; AID 624038;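 active = activation above the run cutoff, the mean activation of all test compounds plus 3 SD, cut at about 18% in these data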
#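 System: CHO-K1 cell line with stable human muscarinic M5 receptor expression | Also added: EC20 acetylcholine as agonist stimulus | Compound: One concentration, 3 µM final (nominal) | Timing: Fluo-8 loading 80 min at 37 °C plus 30 min room temperature | Measured by: Fluo-8 calcium dye fluorescence, kinetic read | Read-out basis: % activation, ACh-normalized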
# CHRM5 agonist – agonists of human muscarinic M5 receptor (CHRM5); 0.19% of 360,000 active; activation, % at 3 µM; CHO-K1 hM5 cells, Fluo-8 calcium fluorescence; 0% DMSO wells, 100% maximal acetylcholine response; P08912;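 active = activation above the run's mean over test compounds plus 3 SD, cut at about 23% in these data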;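 note: signal is peak over basal fluorescence ratio across the kinetic read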
# TAAR1 agonist – agonists of human TAAR1; Q96RJ0; CHO RD-HGA16 TAAR1, Fluo-8 calcium fluorescence; vehicle wells 0%, saturating PEA agonist 100%; activation, % at 3 µM; 0.99% of 360,000 active; AID 624467;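 active = activation above the mean activation of all test compounds in the run plus 3 SD, cut at about 38% in these data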
# Target sequence (Q96RJ0 whole entry, looked up): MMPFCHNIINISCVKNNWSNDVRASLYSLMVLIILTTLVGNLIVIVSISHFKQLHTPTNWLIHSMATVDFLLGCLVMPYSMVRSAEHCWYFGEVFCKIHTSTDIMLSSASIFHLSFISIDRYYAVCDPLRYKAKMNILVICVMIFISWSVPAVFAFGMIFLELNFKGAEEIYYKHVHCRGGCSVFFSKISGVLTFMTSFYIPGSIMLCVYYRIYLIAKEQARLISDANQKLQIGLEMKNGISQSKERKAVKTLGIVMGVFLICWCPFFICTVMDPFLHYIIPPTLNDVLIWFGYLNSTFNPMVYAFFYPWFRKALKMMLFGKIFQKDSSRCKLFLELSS
#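 Test system: RD-HGA16 (CHO) cells co-expressing Gα16 and hTAAR1 / Benchmarks: DMSO vehicle as 0%, PEA at EC100 as 100% / Repeats: no replicates (n 1) / Measure: % activation from peak over basal fluorescence ratio, DMSO-to-PEA scaled / Timing: 17-24 h plating, Fluo-8 75 min 37 °C, 30 min RT / Technique: kinetic Fluo-8 calcium fluorescence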
# M1 PAM – positive allosteric modulators of human M1 muscarinic receptor; P11229; CHO-K1 hM1, Fluo-8 calcium fluorescence, ACh EC20; 0% = ACh EC20, 100% = maximal ACh; activation, % at 3 µM; 0.088% of 360,000 active; in the data active = activation above about 19%, passing the limit was not always enough
# M1 antag – human CHRM1 antagonism. inhibition, % at 3 µM. CHO-K1 hM1, Fluo-8 calcium fluorescence, ACh EC80 antagonist. AID 588852. P11229. 1.3% of 360,000 active;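 active = percent inhibition above its own plate's cutoff, namely the mean of that plate's compound wells plus 3 SD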;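 note: peak over basal fluorescence ratio during 140 s after agonist addition; 0% = ACh EC80 plus DMSO and 100% = DMSO alone without agonist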
# CHRM4 agonist – CHRM4 agonism in calcium assay; 0.14% of 360,000 active; P08173; AID 624127; activation, % at 3 µM; CHO-K1 hM4/Gqi5, Fluo-8 calcium fluorescence; vehicle 0%, full acetylcholine response 100%;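 active = activation above the run mean over all test wells plus 3 SD, cut at about 32% in these data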;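 note: peak over basal fluorescence ratio per well then scaled between controls; 0% = DMSO wells and 100% = acetylcholine at EC100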
# CHRM4 antagonist – antagonists of human muscarinic M4 receptor (CHRM4) | P08173 | CHO-hM4 cells, ACh EC80, Fluo-8 calcium fluorescence | inhibition, % at 3 µM | 0.73% of 360,000 active;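 active = inhibition above its plate's cutoff, the mean inhibition of sample wells plus 3 SD, cut at about 27% in these data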;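 note: 0% = acetylcholine EC80 with DMSO and 100% = DMSO without agonist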
# M1 ag – agonists of human M1 muscarinic receptor. P11229. CHO-K1 hM1, Fluo-8 calcium fluorescence, agonist mode; 0% DMSO, 100% acetylcholine EC100. activation, % at 3 µM. 0.33% of 360,000 active. AID 588814;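 active = activation above the run's mean compound activation plus 3 SD, cut at about 16% in these data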;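 note: peak over basal fluorescence ratio within a 140 s kinetic read after compound addition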
# * marks the source's active call; other numbers are inactive results; & = joins results of further samples.
SMILES,M5 antag,CHRM5 PAM,CHRM5 agonist,TAAR1 agonist,M1 PAM,M1 antag,CHRM4 agonist,CHRM4 antagonist,M1 ag
O=C(CCNS(=O)(=O)c1ccc(Br)cc1)NCCc1ccccc1,-3,5,3,21,4,-14,4,-8,0
CC(c1ccon1)N(C)Cc1cn(C)nc1-c1cccc(Cl)c1 (centres undefined),2,-2,-3,1,-4,9,5,-5,-4
COc1cccc(NC(=O)NC2CCCCCCC2)c1,16,-9,-3,0,3,-1,8,-16,-2
CCn1c(=O)n(CC)c2cc(N3CCCC3)c(NC(=O)c3ccc(C)c([N+](=O)[O-])c3)cc21,-14,2,-1,3,-4,13,1,-8,-5
N#CC(C(=O)NC1CC1)c1nc2ccccc2nc1N1CCN(C/C=C/c2ccccc2)CC1 (centres undefined),-3,-4,-5,9,6,-42,0,-3,1
CCOC(=O)C1=C(COC(=O)C2CC(=O)N(c3ccc(CC)cc3)C2)NC(=O)NC1C (centres undefined),-29,3,5,3,-1,4,7,-18,-2
COc1ccccc1NC(=O)COc1ccc(Br)cc1CO,0,-11,-2,7,2,-1,17,0,-2
CC(C#Cc1c([C@@H](C)Oc2ccccc2)nnn1Cc1ccccc1)Oc1ccccc1 (some centres undefined),17,-12,-3,2,-3,2,1,5,-5
CC1(c2ccccc2)NC(=O)N(CC(=O)Nc2ccc([N+](=O)[O-])cc2)C1=O (centres undefined),13,-33,8,2,-9,12,30,1,0
CN(CC(=O)Nc1cccnc1Cl)S(=O)(=O)c1ccc(Cl)cc1,4,-3,0,0,1,2,2,-6,-1
Fc1ccccc1-c1nc2ccccc2[nH]1,4,6,-1,-1,9,-11,1,5,0
COc1cc(C(=O)COC(=O)c2c(C)noc2C)cc(OC)c1OC,-1,5,4,2,5,-7,1,-2,-2
COc1ccc(S(=O)(=O)Nc2ccc(Cl)cn2)cc1,6,-2,-4,0,-6,13,0,4,-3
O=C(COc1ccc(Cl)cc1[N+](=O)[O-])N/N=C/c1cccs1,10,-3,-11,10,1,4,1,-3,-6
CCCC(C)NC(=O)c1c2c(nc3ccccc13)CCC2 (centres undefined),6,5,0,-1,13,-6,0,-12,-2
Cn1cnc(C(=O)N2CCN(C(=O)OC(C)(C)C)CC2)c1C(=O)N1CCN(C(=O)OC(C)(C)C)CC1,8,0,3,4,-1,7,1,7,-6
COc1ccc(CCNc2nc(-c3ccccn3)cs2)cc1OC,3,-6,2,2,0,-2,7,4,-1
COc1ccc(-c2ccc(CN3C(C(C)C)C(=O)N(Cc4cn(Cc5ccco5)nn4)CCS3(=O)=O)cc2)cc1OC (centres undefined),-10,1,0,2,0,-1,6,-21,-2
CC(C)(C)NC(=O)C(c1ccccn1)N(C(=O)C1CSC(=O)C1)c1ccccc1F (centres undefined),9,1,-1,1,-2,19,1,1,-2
O=C(c1ccco1)N1CCN(C(=O)c2cc(-c3ccc(F)cc3)no2)CC1,-2,-1,0,1,7,-5,3,4,-1
O=C(Nc1cc(Cl)ccc1N1CCOCC1)c1ccc(N2CCCCC2)c([N+](=O)[O-])c1,0,4,4,-1,7,-28,1,9,-1
CN1C(C(=O)NCc2cccs2)=CC(c2ccc(F)cc2)=NS1(=O)=O,7,-2,-2,2,-1,-11,8,4,-1
O=C(COC(=O)C1CCC1)NC(=O)c1ccccc1,11,-4,-3,3,-4,16,1,-1,0
Nc1nc(SCC(=O)Nc2ccc(OC(F)(F)F)cc2)[nH]c(=O)c1NC(=O)c1ccc(Br)o1,34*,-11,-5,3,16,-13,0,-16,0
CC(C)NC(=O)CCCc1cn(C)c2ccccc12,7,-12,0,1,5,-8,1,11,-3
CCc1nc2ccc(C(=O)NCC3CCCCC3)cn2c1N(CCC(C)C)CCN(C)C,2,-1,-2,5,-3,5,2,10,8
O=C(Oc1ccc(Cl)c2cccnc12)C12CC3CC(CC(C3)C1)C2,-6,-1,1,0,6,-9,0,3,-5
O=C(O)c1cc(N=Nc2c(O)[nH]c3ccc([N+](=O)[O-])cc23)ccc1Cl,11,-9,4,1,-6,5,15,2,-1
CCCCN(CC(=O)NC1CCCC1)C(=O)C(=O)Nc1ccc2c(c1)OCCO2,13,1,-3,1,0,5,1,12,-4
O=C(CCCOc1ccccc1)Nc1cccc(S(=O)(=O)N2CCOCC2)c1,10,-3,5,3,1,-11,6,-11,2
Cc1ccc(CN2CCN(Cc3cnc(N4CCOCC4)s3)CC2CCO)cc1 (centres undefined),4,2,-3,2,11,-20,0,2,-5
COc1cccc(/C=C2\N=C(c3c(-c4ccccc4)noc3C)OC2=O)c1OC,-9,5,0,4,1,4,1,-1,-4
O=C(CSc1ccc2nnc(-c3cccnc3)n2n1)Nc1ccccc1C(F)(F)F,-1,-3,-3,6,5,-7,2,0,-1
CN1Cc2c(N)cccc2C(c2ccccc2)C1 (centres undefined),4&-6,-4&-1,0&0,4,0&-1,-23&-23,2&5,4&-9,-3&-3
O=S1(=O)CC(N2CCN(CC3CC3)CC2)CN1Cc1ccccc1 (centres undefined),-2,5,-2,1,1,8,1,3,-10
CCN(CC(=O)Nc1ccc(OC)cc1)C(=O)c1ccc2[nH]c3c(c2c1)CC(C)CC3 (centres undefined),-4,3,3,12,6,-1,0,-6,-1
Cc1nnc(NC(=O)CSc2nccn2-c2cccc(C)c2C)s1,6,-6,8,2,6,-7,4,-15,5
CC(=O)N1c2ccc(S(=O)(=O)N3CCCCC3)cc2CC1C(=O)NCc1cccc(Cl)c1 (centres undefined),9,0,-2,7,17,-2,4,7,3
Cc1cc(Nc2ccc(F)c(Cl)c2)n2ncnc2n1,6,-4,3,-1,3,-5,5,-1,0
COc1cccc2cc(C(=O)OC3CCN(C)CC3)c(=O)oc12,2,-3,1,1,-6,9,0,8,-8
O=C(c1ccc(OCC2CCCO2)cc1)N1CCN(S(=O)(=O)c2cccc(F)c2)CC1 (centres undefined),-2,-2,1,1,11,-12,0,-15,-1
O=C(C1CCCCC1)N1C[C@@H](O)[C@H](n2cc(-c3ccc(F)cc3)nn2)C[C@@H]1c1ccccc1,10,-4,-1,13,2,-1,2,-16,-1
Cc1n[nH]c(C)c1N=Nc1cc(Cl)ccc1Cl,7,5,-10,6,5,-6,0,7,-2
Cc1cccc(C)c1N1CCN(CCn2c(=S)[nH]c3ccccc3c2=O)CC1,18,-4,-7,6,9,-14,-1,6,-4
Fc1ccccc1-c1nc(NCc2ccco2)c2ccccc2n1,6,-4,0,-1,5,-5,2,5,-6
O=C(Oc1cccnc1)c1ccccc1[N+](=O)[O-],4,-4,-2,6,6,-10,1,-1,-7
CN(Cc1ccccc1)C(=O)c1ccc2nc([C@@H]3O[C@H](CO)[C@H](O)[C@H](O)[C@H]3O)[nH]c2c1,2,-2,-1,1,15,-16,0,-1,3
CCOc1ccccc1CNC(=O)CCCC(=O)n1nc(C)c2ccccc21,0,-3,-6,1,14,-9,1,-6,-3
CC[C@@H](C)[C@@H]1CN([C@@H](C)CN2CCC[C@H]2CN2C(N)=NC[C@H]2C(C)C)C(=N)N1CCc1ccc(Cl)c(Cl)c1,-3,-9,-3,0,-15,16,-1,4,-11
Cc1cccc(C(=O)N2CCCC(CCC(=O)N3CCN(c4ccccn4)CC3)C2)c1 (centres undefined),16,-7,-3,1,0,1,5,-1,-4
CCC(C)(C)C1CCC(=NNC(=O)c2ccoc2C)CC1 (centres undefined),-12,6,-1,12,-2,-7,1,-8,-4
C[C@H](NC(=O)c1ncn2c1C(=O)NC[C@@H]2C)C(=O)OC(C)(C)C,-2,0,3,2,3,-5,1,-17,1
Cc1ccc2[nH]c3c(c2c1)CN(C(=O)CN1CCN(c2ccccn2)CC1)CC3,-4,-3,1,17,3,1,8,3,-3
O=C(Nc1ccc(F)cc1)Nc1nnc(COc2ccccc2F)s1,13,-4,5,34,0,1,9,8,3
CCOc1ccc(NC(=O)Nc2ccc3nccnc3c2)cc1,11,-8,3,27,-6,3,9,-13,2
Cc1cc(C)c(C(=O)COC(=O)[C@H](C)Nc2ccc(C(F)(F)F)cc2[N+](=O)[O-])c(C)c1,-1,0,3,10,1,3,0,10,-2
O=S(=O)(Cc1ccc(Cl)cc1Cl)c1ccc(Cl)cc1,11,-4,-3,6,-5,2,-2,-13,-5
OCCOCCNc1ncnc2sc(-c3ccccc3)cc12,-4,0,-6,8,0,4,1,-3,-4
COc1ccc(NC(=O)COC(=O)[C@@H]2CCCN2C(=O)c2cccs2)c(OC)c1,-3,-3,-2,5,7,-9,3,18,-5
COc1ccc(S(=O)(=O)N2CCCC(C(=O)NCc3cccnc3)C2)cc1C (centres undefined),4,-3,-2,-1,3,-14,3,-9,-7

# Complete entries, quoted from the list. Order of screens: M5 antag | CHRM5 PAM | CHRM5 agonist | TAAR1 agonist | M1 PAM | M1 antag | CHRM4 agonist | CHRM4 antagonist | M1 ag
# CCOc1ccc(NC(=O)Nc2ccc3nccnc3c2)cc1 as listed: 11 | -8 | 3 | 27 | -6 | 3 | 9 | -13 | 2
# CCC(C)(C)C1CCC(=NNC(=O)c2ccoc2C)CC1 (centres undefined) as listed: -12 | 6 | -1 | 12 | -2 | -7 | 1 | -8 | -4
# C[C@H](NC(=O)c1ncn2c1C(=O)NC[C@@H]2C)C(=O)OC(C)(C)C as listed: -2 | 0 | 3 | 2 | 3 | -5 | 1 | -17 | 1
# COc1ccc(S(=O)(=O)N2CCCC(C(=O)NCc3cccnc3)C2)cc1C (centres undefined) as listed: 4 | -3 | -2 | -1 | 3 | -14 | 3 | -9 | -7
# Cc1cc(C)c(C(=O)COC(=O)[C@H](C)Nc2ccc(C(F)(F)F)cc2[N+](=O)[O-])c(C)c1 as listed: -1 | 0 | 3 | 10 | 1 | 3 | 0 | 10 | -2

# Later entries:
SMILES,M5 antag,CHRM5 PAM,CHRM5 agonist,TAAR1 agonist,M1 PAM,M1 antag,CHRM4 agonist,CHRM4 antagonist,M1 ag
O=C(O)CCn1c(SCc2cc(=O)n3ccccc3n2)nc2ccsc2c1=O,0,-3,-1,0,2,1,0,-8,-9
COc1ccc(S(=O)(=O)Nc2ccc3c(c2)CC(=O)N([C@@H](C)CO)C[C@@H](C)[C@@H](CN(C)Cc2ccccc2)O3)cc1,13,0,5,27,4,-2,8,4,-1
Cc1ccc(-c2nc(=O)[nH]c3ccc(Br)cc23)cc1,3,1,2,-1,11,-10,0,-4,0
COC(=O)CSc1ncc(OC)c(OC)n1,-3,3,-3,7,5,-1,1,9,-2
Cc1oc2cc(OCc3cnn(-c4ccccc4)c3)ccc2c(=O)c1Oc1ccccc1F,2,-4,-2,1,9,-7,0,-11,-7
COc1cc(CNC(=O)c2cc(C(=O)NCc3cc(OC)cc(OC)c3)n(C)n2)cc(OC)c1,-4,2,4,0,-2,-5,3,0,-3
CC(C)(C)N1C(=O)c2ccc(C(=O)Nc3ccc(-c4nc5ccccc5[nH]4)cc3)cc2C1=O,-5,2,1,17,-3,9,2,0,-1
CN(C)C(=O)c1nc2ccc(Cl)cn2c1CNCc1ccccc1OC(F)(F)F,2,-5,-3,7,1,2,2,-4,-4
NC(=O)NC(=O)Nc1ccccc1Cl,4,-2,-1,8,8,-3,1,5,-4

# This is a subset; rates above refer to the full screens.
